Source: PubChem BioAssay
ERG-DNA inh – qHTS for Small Molecule Inhibitors of the ERG Ets/DNA interaction; Transcriptional regulator ERG (Homo sapiens), P11308; fluorescence polarization, His-ERG Ets domain / labelled DNA; Potency, µM (top dose mostly 76.9 µM), inactives show at the top dose FP activity, negative = inhibition, hits mostly inhibitors; actives 0.028% (n = 370,000); AID 624246, 2012; active = well fitted inhibition curve with a large enough effect in the polarisation, with a control signal flat; inconclusive = small, poorly fitted or top-dose-only effect, or effect the other way, or a change in a side signal; inactive = no such curve, though single readings can be large or run the other way; the % refers to the polarisation;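 note: polarization taken with two DNA probes labelled with fluorescein and Texas red; potency is the fitted concentration of half-maximal effect; % of control where 0% means no effect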
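His-tagged ERG Ets domain (1 uM in the protein solution; 300mM KCl, 50mM Tris-HCl, 1mM EDTA, 1mM DTT, pH 7.5) received compound, then a probe mix of 5 nM fluorescein-DNA and 100nM Texas-615-DNA. Fluorescence polarization was read for both dyes.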
PI4K2A block – qHTS for small molecular inhibitors of PI4K2A | Phosphatidylinositol 4-kinase type 2-alpha (Homo sapiens), Q9BTU6 | purified PI4K2A, ADP-Glo luminescence, 1 h; hits give low values | activity change, negative = inhibition, % at 76.9 µM | actives 0.13% (n = 420,000); in the data active = activity change below about -50%; inconclusive = mostly about -30% to -49%;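 note: -100% = wells without enzyme as full effect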
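PI4K2A activity was measured by ADP-Glo luminescence: enzyme (4 ug/mL stock) and phosphatidylinositol (1.2 mM stock) in Tris pH 7.5/MgCl2/EGTA/Triton X-100 buffer were reacted with ATP (300 microM stock) for one hour at ambient temperature.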
12-LOX inh – Primary qHTS assay for inhibitors of human arachidonate 12S-lipoxygenase (ALOX12): Round 2; Polyunsaturated fatty acid lipoxygenase ALOX12 (Homo sapiens), P18054; purified 12hLO, xylenol orange hydroperoxide absorbance; Potency, µM (top dose mostly 108 µM), for the others: top-dose activity change, negative = inhibition, actives largely listed as inhibitors; actives 1.1% (n = 580,000); AID 1671190, 2021; note: potency is the fitted concentration of half-maximal effect; % is set by controls: 0 for no effect and ±100 for the full control effect
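Hydroperoxide product was detected by ferrous iron/xylenol orange as the 573 to 405 nm absorbance ratio. Arachidonic acid at 40 uM (final) was turned over for 30 min at room temperature by 150 nM human 12hLO, pH 7.0 Hepes buffer, after 15 min compound preincubation.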
G9a block – qHTS Assay for Inhibitors of Histone Lysine Methyltransferase G9a. Histone-lysine N-methyltransferase EHMT2 (Homo sapiens), Q96KQ7. G9a H3K9 monomethylation, AlphaScreen, 2 h. Potency, µM (highest dose often 102 µM), for the others: top-dose activity, negative = inhibition, actives largely listed as inhibitors. actives 8.8% (n = 350,000); note: potency is the fitted concentration of half-maximal effect; % is set by controls: 0 for no effect and ±100 for the full control effect; nearly all actives have a fitted effect of over 75% in size
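Methyltransferase reactions run at room temperature for 2 h (20 nM enzyme, 500 nM biotin-H3K9 peptide, 20 uM SAM) after a 15 min compound preincubation; product detected by AlphaScreen beads and anti-H3K9me1 antibody.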
JMJD2A Tudor inh – qHTS Assay for Inhibitors of JMJD2A-Tudor Domain. Lysine-specific demethylase 4A (Homo sapiens), O75164. AlphaScreen JMJD2A-Tudor / H3K4me3 peptide binding. Potency, µM (series often up to 114 µM), inactives show at the top dose activity change, negative = inhibition, usual class: inhibitors. actives 4.4% (n = 390,000); note: potency is the fitted concentration of half-maximal effect; % is set by controls: 0 for no effect and ±100 for the full control effect; nearly all actives have a fitted effect of over 50% in size
GLS inhibitor – qHTS for Inhibitors of Glutaminase (GLS); Potency, µM (titrated, usually from 45.5 µM), without a hit: at the highest dose activity change, negative = inhibition, most hits filed as inhibitors; Glutaminase kidney isoform, mitochondrial (Homo sapiens), O94925; actives 0.21% (n = 410,000); GLS enzymatic activity, qHTS titration; note: potency is the fitted concentration of half-maximal effect; % is set by controls: 0 for no effect and ±100 for the full control effect
Target sequence (O94925 whole entry, looked up, canonical isoform): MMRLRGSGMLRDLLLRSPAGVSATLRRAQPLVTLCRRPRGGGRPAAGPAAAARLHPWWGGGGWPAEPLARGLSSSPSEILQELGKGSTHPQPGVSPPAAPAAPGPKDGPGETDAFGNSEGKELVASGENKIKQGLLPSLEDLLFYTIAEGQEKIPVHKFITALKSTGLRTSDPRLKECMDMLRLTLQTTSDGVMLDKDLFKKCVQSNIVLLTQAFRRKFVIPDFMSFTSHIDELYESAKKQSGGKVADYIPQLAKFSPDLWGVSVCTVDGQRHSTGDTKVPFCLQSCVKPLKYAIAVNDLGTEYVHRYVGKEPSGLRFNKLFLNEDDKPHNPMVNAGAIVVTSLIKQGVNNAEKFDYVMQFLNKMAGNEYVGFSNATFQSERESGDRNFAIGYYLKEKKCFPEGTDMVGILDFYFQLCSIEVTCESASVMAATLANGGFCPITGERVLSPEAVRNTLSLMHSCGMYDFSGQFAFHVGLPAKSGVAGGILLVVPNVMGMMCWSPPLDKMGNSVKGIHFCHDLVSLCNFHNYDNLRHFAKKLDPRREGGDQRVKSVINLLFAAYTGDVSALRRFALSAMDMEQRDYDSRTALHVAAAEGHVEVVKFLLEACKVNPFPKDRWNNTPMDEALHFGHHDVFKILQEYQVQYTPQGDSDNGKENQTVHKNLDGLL
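Glutamate formation by hKGA was monitored fluorometrically using coupled glutamate oxidase, HRP and Amplex Red. Substrate was added as 1 mM L-glutamine solution; incubation was 30 min at RT after an initial read.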
HP1b chromo inh – HTS for Inhibitors of HP1-beta Chromodomain Interactions with Methylated Histone Tails; Chromobox protein homolog 1 (Homo sapiens), P83916; AlphaScreen HP1-beta / biotin-H3K9me3 peptide binding; Potency, µM (highest dose often 114 µM), without a hit: at the highest dose activity change, negative = inhibition, actives largely listed as inhibitors; actives 0.56% (n = 390,000); AID 540317, 2011; note: potency is the fitted concentration of half-maximal effect; nearly all actives have a fitted effect of over 70% in size; inactives centre near 23
Target sequence (P83916 whole entry, looked up): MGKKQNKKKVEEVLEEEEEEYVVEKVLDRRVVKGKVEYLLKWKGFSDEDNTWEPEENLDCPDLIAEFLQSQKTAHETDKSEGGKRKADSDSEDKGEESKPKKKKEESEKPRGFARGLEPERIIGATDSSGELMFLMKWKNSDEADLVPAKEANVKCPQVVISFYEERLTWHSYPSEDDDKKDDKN
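Compound inhibition of the preformed complex between 50 nM HP1-beta and 50 nM biotinylated H3K9me3 peptide was read by AlphaScreen. Buffer was PBS pH 7.4 with 0.01% Tween-20. Incubations ran 30 min at room temperature, with 10 ug/mL donor/acceptor beads.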
BAZ2B inh – qHTS Assay for Inhibitors of BAZ2B. Bromodomain adjacent to zinc finger domain protein 2B (Homo sapiens), Q9UIF8. AlphaScreen BAZ2B-H3K14Ac peptide displacement. Potency, µM (doses to about 114 µM), for the others: top-dose activity change, negative = inhibition, hits mostly inhibitors. actives 4.4% (n = 360,000); note: potency is the fitted concentration of half-maximal effect; % is set by controls: 0 for no effect and ±100 for the full control effect; nearly all actives have a fitted effect of over 60% in size
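AlphaScreen displacement of biotin-H3(5-23)K14Ac peptide (50 nM final) from BAZ2B (50 nM final) in PBS pH 7.4, 0.01% Tween-20; complex preformed 30 min RT, then compounds (top 110 uM) 30 min RT, beads 20 min dark.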
RGS4 inh – Inhibitors of Regulator of G Protein Signaling (RGS) 4: qHTS; AID 504845, 2011; Regulator of G-protein signaling 4 (Homo sapiens), P49798; Potency, µM (titrated, usually from 114 µM), for inactives: at the top dose activity change, negative = inhibition, hits mostly inhibitors; actives 0.039% (n = 390,000); Transcreener GDP fluorescence polarization, RGS4-accelerated GTP hydrolysis; note: potency is the fitted concentration of half-maximal effect; % is set by controls: 0 for no effect and ±100 for the full control effect; nearly all actives have a fitted effect of over 75% in size; some results filed as inactive show a strong effect at the top dose
Target sequence (P49798 whole entry, looked up): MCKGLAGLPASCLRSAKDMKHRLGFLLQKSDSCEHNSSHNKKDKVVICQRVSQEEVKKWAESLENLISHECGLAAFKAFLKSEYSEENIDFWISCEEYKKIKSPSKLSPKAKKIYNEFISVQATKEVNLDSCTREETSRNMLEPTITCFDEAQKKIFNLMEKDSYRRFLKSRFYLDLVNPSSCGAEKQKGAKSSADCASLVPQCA
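MLSMR compounds (23 nl, pin-transferred) preincubated 10 min at room temperature with a 500nM (2x) first reagent, then RGS4 at 900nM (2x) plus Transcreener GDP mix added; fluorescence polarization (620/688 nm) read before and after 90 min at 30 °C.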
Numbers without * were called inactive; ? = inconclusive; . = not tested or not shown; & = joins results of further samples; [ ] = remark or other dose. Unless noted, calls come from the whole dose curve; as a rule, active = well fitted curve in the direction sought with a large enough effect; inconclusive = small, poorly fitted or top-dose-only effect, or another doubt; inactive = no such curve, though single readings can be large; an effect the other way counts as inactive or inconclusive. The list is partial; the hit share may differ from the screen's.

ERG-DNA inh	PI4K2A block	12-LOX inh	G9a block	JMJD2A Tudor inh	GLS inhibitor	HP1b chromo inh	BAZ2B inh	RGS4 inh	Compound
-4%	5	17%	-12%[59 µM]	?	14%	-14%	?	-13%	Oc1cccc(/C=N/Nc2cc(N3CCOCC3)nc(N3CCOCC3)n2)c1
3%	4	1%	?	-10%	6%	24%	-8%	-12%	c1csc(CNCCCN2CCOCC2)c1
-1%	-4	-15%	18%	-26%	0%	2%	-29%	6%	COC(=O)c1ccc(COC(=O)C(CCSC)NC(=O)COc2ccccc2)cc1 (stereo unspecified)
-3%	14	-14%	-10%	-15%	-1%	40%	-6%	-22%	Cc1ccc2nc(/C(C#N)=C\c3ccc([N+](=O)[O-])o3)[nH]c2c1
2%	1	-2%&-29%	11%[59 µM]	-9%	-11%	-1%	-4%	21%	CC(=O)c1ccc(NC(=O)CSc2nc(=O)n(Cc3ccncc3)c3c2CCC3)cc1
-4%	-1	0%	-13%[59 µM]	?	22%	3%	?	-24%	O=C(CN1CCN(c2ccccc2)CC1)Nc1ccc(Oc2ccccc2)cc1
-6%	-3	?	-36%[12.7 µM]	-4%	?	50%[activator]	-34%	-4%	Cc1ccc(N2CC(C(=O)Nc3cc(C)ccc3F)CC2=O)cc1 (stereo unspecified)
4%	-2	-21%	?	-6%	24%	31%	7%	6%	Cc1ccc(S(=O)(=O)N2CCN(C(=O)CSc3n[nH]c(N)n3)CC2)c(C)c1
18%	-7	-8%	0%	-6%	17%	24%	-5%	9%	Cc1cccc(NC(=O)CSc2nc(N)c(NC(=O)c3cccs3)c(=O)[nH]2)c1
9%	1	0%	-3%	-6%	0%	31%	-11%	6%	Cc1ccc([N+](=O)[O-])cc1NC(=O)c1cccs1
8%	0	7%	-8%[59 µM]	-19%	-5%	70%[activator]	-4%	-11%	CCCOC(=O)CSc1nc(N)c(C#N)c(CC)c1C#N
-12%	9	40%[activator]	?	-21%	-2%	48%[activator]	-25%	6%[11.4 µM]	COc1ccccc1CCC(=O)Nc1ccc2c(c1)CN(Cc1ccc(C)o1)CC2
12%	5	-26%	-11%	-17%	-11%	16%	4%	-28%	COc1ccc(CNC(=O)C(=O)NCCC2CCCCN2S(=O)(=O)c2ccc(C)cc2)cc1 (stereo unspecified)
1%	1	-2%	-9%	-13%	4%	8%	-10%	11%	CC(C)(C)NC(=O)Cn1cnc2cc([N+](=O)[O-])ccc2c1=O
13%	2	4%	26%	-10%	-2%	29%	-10%	-3%	COc1ccc(CC(=O)Nc2nc(C)cs2)cc1

Sorted by the number under GLS inhibitor (lowest first): some entries from above.
ERG-DNA inh	PI4K2A block	12-LOX inh	G9a block	JMJD2A Tudor inh	GLS inhibitor	HP1b chromo inh	BAZ2B inh	RGS4 inh	Compound
-1%	-4	-15%	18%	-26%	0%	2%	-29%	6%	COC(=O)c1ccc(COC(=O)C(CCSC)NC(=O)COc2ccccc2)cc1 (stereo unspecified)
3%	4	1%	?	-10%	6%	24%	-8%	-12%	c1csc(CNCCCN2CCOCC2)c1
4%	-2	-21%	?	-6%	24%	31%	7%	6%	Cc1ccc(S(=O)(=O)N2CCN(C(=O)CSc3n[nH]c(N)n3)CC2)c(C)c1

The list continues:
ERG-DNA inh	PI4K2A block	12-LOX inh	G9a block	JMJD2A Tudor inh	GLS inhibitor	HP1b chromo inh	BAZ2B inh	RGS4 inh	Compound
-11%	3	?	-11%	-15%	0%	15%	-1%	-30%	Cc1ccc(NC(=S)NC(CO)C(O)c2ccc([N+](=O)[O-])cc2)cc1 (stereo unspecified)
-2%	-2	6%	.	-8%	3%	35%	.	2%	C[C@H]1[C@@H](c2ccccc2)Oc2ccc(Cl)cc2S(=O)(=O)N1Cc1ccc(F)cc1F
-8%	8	-4%	-6%[59 µM]	?	7%	8%	-36%	-12%	COc1ccc(CNc2nc(C)c([N+](=O)[O-])c(C)c2C#N)cc1
-1%	0	0%	21%[59 µM]	-5%	10%	6%	-4%	-1%	CCOc1ccc(CCNC(=O)COC(=O)c2ccco2)cc1OCC
-5%	-3	-6%	-8%	-10%	-9%	53%[activator]	-3%	-22%	CCOC(=O)N1CCN(CCC(=O)Nc2cccc(C)c2)CC1
-9%	-1	-3%	.	-2%	-12%	-1%	-4%	21%	Cc1ccc(S(=O)(=O)N(C)C)cc1[N+](=O)[O-]
-2%	3	2%	-6%	-17%	-3%	36%	9%	-12%	Cc1ccc(NS(=O)(=O)c2c(C)[nH]c(=O)[nH]c2=O)c(Br)c1
0%	-4	-12%	-14%	-6%	7%	57%[activator]	1%	-11%	CCCCOc1ccc(NC(=O)c2cnc(C)cn2)cc1
11%	-5	-1%	-9%	-12%	15%	44%[activator]	-23%	-6%	Cc1cc(/C=C(\C#N)C(=O)N2CCCCC2)cc(C)c1O
9%	-7	?	10%	14µM*	?	?	1%	?	O=C(Nc1nc(-c2cccs2)cs1)C1=COCCO1
-1%	-1	-1%	7%	-5%	1%	17%	-10%&3%	13%	COCCNC(=O)Cn1c(=O)n(CCCCCC(=O)NCc2ccc3c(c2)OCO3)c(=O)c2sccc21
1%	-9	9%	-65%	-22%	6%	26%	-31%	14%	CS(=O)(=O)Nc1ccc(C(=O)CC(=O)Nc2ccc([N+](=O)[O-])cc2)cc1
.	-1	0%	-47%[59 µM]	-14%	0%	27%	3%	-21%	CC1(C)CC(=O)c2cc(C(=O)N3CCN(CCO)CC3)c(=O)n(-c3ccc(Cl)cc3)c2C1
-1%	3	-1%	-6%	-6%	0%	21%	4%	-9%	CC1=CC2=NC(=O)CC(C)(C(=O)N(CC(=O)NC(C)(C)C)Cc3ccccc3)N2C=C1 (stereo unspecified)
14%	-6	-4%	-20%	-5%	-3%	45%[activator]	10%	0%	Cc1ccccc1C(=O)NCC(=O)Nc1ccccc1C(F)(F)F

Reprinted at random: 2 records from the list, in no set order.
ERG-DNA inh	PI4K2A block	12-LOX inh	G9a block	JMJD2A Tudor inh	GLS inhibitor	HP1b chromo inh	BAZ2B inh	RGS4 inh	Compound
-4%	5	17%	-12%[59 µM]	?	14%	-14%	?	-13%	Oc1cccc(/C=N/Nc2cc(N3CCOCC3)nc(N3CCOCC3)n2)c1
14%	-6	-4%	-20%	-5%	-3%	45%[activator]	10%	0%	Cc1ccccc1C(=O)NCC(=O)Nc1ccccc1C(F)(F)F

The listing continues.
ERG-DNA inh	PI4K2A block	12-LOX inh	G9a block	JMJD2A Tudor inh	GLS inhibitor	HP1b chromo inh	BAZ2B inh	RGS4 inh	Compound
.	-2	-16%	.	-12%	2%	28%	.	-13%	CC(CCC(=O)NN)C1CCC2C3CCC4CC(O)CCC4(C)C3CCC12C (stereo unspecified)
6%	-10	?	?	-30%	52%[activator]	12%	?	-24%	CCN(CCNS(=O)(=O)c1ccc2[nH]c(=O)sc2c1)c1ccccc1
11%	-9	-1%	.	-34%	7%	33%	.	-47%	O=C(NCc1ccco1)c1cc(-c2ccccc2)nn1CC1CC(c2cccnc2)=NO1 (stereo unspecified)
8%	-21	-6%	?	-23%	7%	-10%	?	1%	CNC1=C(N(C(C)=O)c2ccc(Br)cc2)C(=O)c2ccccc2C1=O
-4%	-3	-25%	.	-15%	8%	33%[activator]	.	23%	Cc1ccnc2nc(C(=O)OCC(=O)N(Cc3ccccc3)C(C)(C)C)nn12
10%	-27	?	?	79µM*	0%	?	45µM*	?	N#Cc1c(NC(=O)CSc2ncnc3sccc23)oc(-c2ccco2)c1-c1ccco1
5%	-3	119%[activator]	-7%	-4%	22%	18%	11%	30%[56.9 µM]	COc1ccc(NC(=O)CCCCCn2nnc3ccccc3c2=O)cc1
9%	8	2%	-13%[12.7 µM]	-8%	-8%	24%	7%	-11%	CCCCOC(=O)Nc1ccc(S(=O)(=O)Nc2nc(C)cc(C)n2)cc1
3%	2	3%	18%[59 µM]	-11%	-6%	13%	-7%	3%	Cc1nnc(SCc2ccc([N+](=O)[O-])cc2)[nH]c1=O

Single records (already shown). Order of values: ERG-DNA inh, PI4K2A block, 12-LOX inh, G9a block, JMJD2A Tudor inh, GLS inhibitor, HP1b chromo inh, BAZ2B inh, RGS4 inh
`C[C@H]1[C@@H](c2ccccc2)Oc2ccc(Cl)cc2S(=O)(=O)N1Cc1ccc(F)cc1F` is entered as -2%, -2, 6%, ., -8%, 3%, 35%, ., 2%
`COC(=O)c1ccc(COC(=O)C(CCSC)NC(=O)COc2ccccc2)cc1` (stereo unspecified) is entered as -1%, -4, -15%, 18%, -26%, 0%, 2%, -29%, 6%
`Cc1ccc(NC(=S)NC(CO)C(O)c2ccc([N+](=O)[O-])cc2)cc1` (stereo unspecified) is entered as -11%, 3, ?, -11%, -15%, 0%, 15%, -1%, -30%
